FN deposit inh – inhibitors of fibronectin matrix deposition, primary screen, AH1F cells, Alexa488-fibronectin fluorescence, plate reader. AH1F fibroblasts, overnight. inhibition, % at 12.6 µM. 350,000 tested, 0.086% active;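 active means mean inhibition across replicates of 30% or more, regardless of how many single replicates reach that level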;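 further: positive control wells lacked labelled fibronectin entirely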
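Assay system: AH1F fibroblasts / Quantity: 10000 cells per well / Medium: DMEM plus 2% serum, read in PBS / Reagent: labelled fibronectin 24 nM / Dosing: single dose, pinned / Times: 1 h cell attachment, overnight exposure to compound and label / Signal: fluorescence, ex 485 nm, em 525 nm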
PGC1a acetyl inh – inhibitors of PGC1a acetylation signal, primary screen, cell-based, U2OS, AlphaScreen, inhibitor mode | AlphaScreen anti-acetyl-lysine; with virally co-expressed GCN5 acetyltransferase | inhibition, % at 15.6 µM | 350,000 tested, 0.17% active;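 active means every replicate shows inhibition of at least 40%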;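 further: 0% = neutral control wells and 100% = positive control wells; some results beyond the cut were filed as inactive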
GSIS activator – GLuc luminescence reporter in INS-1E cells, primary screen for activators of glucose-dependent secretion of insulin. INS-1E GLuc reporter insulin secretion, 2-3 h. activation, % at 16.6 µM. 370,000 tested, 0.61% active;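 active means lowest replicate activation of at least 40%, so every replicate reaches that level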;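 further: 0% = median of neutral control wells and 100% = median of IBMX positive control wells; some compounds called inactive have numbers as strong as hits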
Cneo AK release – Cryptococcus neoformans cell lysis inducers, primary screen, AK release luminescence, single concentration | 360,000 tested, 0.2% active | lysis activity, % at 15 µM | C. neoformans lysis, adenylate kinase release luminescence, 4 h; normalised: neutral wells 0, clomiphene wells 100 | AID 651654, 2012;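 active means mean lysis activity across replicates of at least 80%, whatever share of replicates individually reach that level; inactive means mean lysis activity below 80%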
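Material – Cryptococcus neoformans yeast cells · Quantity – 5 × 10^6 yeast cells/mL · Buffer or medium – YPD medium · Compound – single dose · Timing – 4 h static compound exposure, 37 °C, read 1 h post-reagent · Signal – adenylate kinase release luminescence · Read-out basis – lysis from increased AK signal · Benchmarks – Clomiphene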
miR-122 sensor – miR-122 Renilla sensor signal increase in Huh7, primary screen, miR-122 inhibitor project, cell-based, single point, plate reader | activation (reporter increase), % at 12.5 µM | 340,000 tested, 0.3% active | Huh7 miR-122 Renilla luciferase sensor, 48 h; neutral wells = 0, positive control = 100;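 active means mean replicate activation score at least 90 and every replicate individually at or above 90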;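 further: higher luciferase means less miR-122 activity so hits act as miR-122 inhibitors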
Statin myotox sup – suppressors of statin myotoxicity in C2C12 myotubes, primary screen, cell-based, single point, plate reader; C2C12 myotubes + simvastatin, ATP luminescence, 48 h; scaled: DMSO 0, geranylgeraniol control 100; rescue of ATP level, % at 7.49 µM; 330,000 tested, 0.78% active; AID 602340, 2012;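 active means mean ATP rescue above about 67%, or every replicate alone reaching that limit, limit read from the data, passing the limit was not always enough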;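 further: myotubes were challenged with 10 µM simvastatin during compound exposure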
PglD inh – C. jejuni PglD acetyltransferase inhibitors, primary screen, biochemical, DTNB colorimetric, single point; UDP-N-acetylbacillosamine N-acetyltransferase PglD (Campylobacter jejuni); purified PglD enzyme, DTNB colorimetric CoA detection; inhibition, % at 12.5 µM; 360,000 tested, 0.098% active; AID 602405, 2012; in the data active means inhibition above about 16%, passing the limit was not always enough; further: strong numbers were not always called active
CFTR F508del cor – F508del CFTR correction, initial screen, CFBE line, single point. 350,000 tested, 0.36% active. CFBE cells, YFP halide quenching; stimulated with forskolin plus potentiator P3; % fluorescence drop versus neutral controls. activity (quench increase), % at 7.58 µM. AID 720511, 2013;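 active means mean added fluorescence quench of at least 8% versus neutral control, with both replicates also reaching 8%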;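 further: cells transiently co-express mutant CFTR-F508del with the halide-sensitive YFP; corrector assay measuring rescue of mutant channel to the surface after 24 h compound exposure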
* = called active by the depositor; nt = not tested or not shown; [ ] = remark or other dose.

SMILES	FN deposit inh	PGC1a acetyl inh	GSIS activator	Cneo AK release	miR-122 sensor	Statin myotox sup	PglD inh	CFTR F508del cor
COc1ccccc1CNC(=O)CN1C(=O)NC(c2ccccc2)(c2ccc(C)c(C)c2)C1=O (stereo unspecified)	0	-9	-53	-1	-6	28	4	2.1
O=C(NC1CC(=O)c2sccc21)c1ccc(Cl)cc1Cl (stereo unspecified)	-5	8	8	0	8	3	-1	1.4
CC(C)(Cl)C1Cc2cc3ccc(=O)oc3cc2O1 (stereo unspecified)	nt	-4	6	-1	-6	9	0	-0.9
CC(=O)C1=C(C)NC(=O)NC1c1ccc2c(c1)OCO2 (stereo unspecified)	1	nt	13	-21	nt	11	2	-4.2
C[C@H]1CN([C@@H](C)CO)C(=O)c2cccc(NS(=O)(=O)c3ccc(F)cc3)c2O[C@H]1CN(C)S(C)(=O)=O	nt	-2	-3	-4	0[16.7 µM]	nt	-1	-1.8
COc1ccc(/C=N/N=C(\N)c2nonc2N)cc1	7	-11	-1	nt	nt	nt	nt	0.2
C[C@H](CO)N1C[C@H](C)[C@H](CN(C)Cc2ccc(C(=O)O)cc2)Oc2c(NS(=O)(=O)c3ccc(Cl)cc3)cccc2C1=O	nt	3	18	52	-2[16.7 µM]	nt	0	-1.0
CC(C)Cc1cc(C(=O)Nc2ccc3c(c2)OCO3)no1	13	4	nt	0	1	10	-1	-2.5
CCCNC(=O)[C@@H]1[C@@H](CO)[C@@H]2Cn3c(ccc(-c4ccccc4F)c3=O)[C@H]1N2C(=O)CC	nt	nt	10	-2	9[16.7 µM]	2	2	-0.9
COc1ccc(CCN(C)C(=O)CSc2nnc(-c3ccco3)o2)cc1OC	nt	nt	49	4	-3	-4	-4	1.2
Cc1c(Br)c([N+](=O)[O-])nn1CC(=O)Nc1sc2c(c1C(=O)OC(C)C)CCC(C)C2 (stereo unspecified)	-3	nt	19	0	12	nt	-6	nt
C=CCN1C(=O)C(Cc2ccccc2Cl)SC1=Nc1ccc(C(=O)O)cc1 (stereo unspecified)	-9	-5	39	1	10	2	-5	2.1
CCC(C)NC(=O)CSc1nc2ccsc2c(=O)n1NC(=O)c1ccccc1 (stereo unspecified)	-2	-3	nt	3	0	nt	0	nt
CCCNC(=O)C[C@@H]1CC[C@@H]2[C@H](COc3ccc(NC(=O)c4cccc(C(F)(F)F)c4)cc3C(=O)N2C)O1	-9	5	-14	-3	1[16.7 µM]	-22	0	1.3
O=C(C[C@@H]1C[C@H]2c3cc(NC(=O)C4CCOCC4)ccc3O[C@H]2[C@H](CO)O1)NCC1CC1	-6	-15	3	7	4[16.7 µM]	3	-3	0.9

Entries of single compounds from above. Order of values: FN deposit inh, PGC1a acetyl inh, GSIS activator, Cneo AK release, miR-122 sensor, Statin myotox sup, PglD inh, CFTR F508del cor
Profile of CC(C)(Cl)C1Cc2cc3ccc(=O)oc3cc2O1 (stereo unspecified) = nt, -4, 6, -1, -6, 9, 0, -0.9
Profile of C[C@H]1CN([C@@H](C)CO)C(=O)c2cccc(NS(=O)(=O)c3ccc(F)cc3)c2O[C@H]1CN(C)S(C)(=O)=O = nt, -2, -3, -4, 0[16.7 µM], nt, -1, -1.8
Profile of C[C@H](CO)N1C[C@H](C)[C@H](CN(C)Cc2ccc(C(=O)O)cc2)Oc2c(NS(=O)(=O)c3ccc(Cl)cc3)cccc2C1=O = nt, 3, 18, 52, -2[16.7 µM], nt, 0, -1.0
Profile of COc1ccccc1CNC(=O)CN1C(=O)NC(c2ccccc2)(c2ccc(C)c(C)c2)C1=O (stereo unspecified) = 0, -9, -53, -1, -6, 28, 4, 2.1

More results follow:
SMILES	FN deposit inh	PGC1a acetyl inh	GSIS activator	Cneo AK release	miR-122 sensor	Statin myotox sup	PglD inh	CFTR F508del cor
CC(=O)c1c(C)[nH]c(C(=O)OCC(=O)Nc2ncc(Cl)c(C)c2Cl)c1C	2	nt	nt	-1	-11	nt	-2	nt
CC(Oc1cccc(Br)c1)C(=O)NNC(=O)CCS(=O)(=O)c1ccccc1 (stereo unspecified)	3	12	0	-3	-4	4	4	0.9
NNC(=O)c1nnn(-c2nonc2N)c1CN1CCCC1	2	9	2	-4	1	-7	-4	-3.0
O=C(CSCc1ccc(F)cc1)Nc1ccc(F)cc1	-1	-8	-12	1	2	nt	-4	nt
C=CCc1ccc(OCCOCCOc2cccc3ccc(C)nc23)c(OC)c1	nt	2	nt	42	6	-25	-5	nt
CC(NCc1ccccc1OC1CCCC1)c1ccccc1 (stereo unspecified)	-1	-17	1	1	18	-13	2	2.7
Cc1cc2c(cc1C)C(c1ccccc1OC(C)C)CC(=O)N2 (stereo unspecified)	2	nt	-50	-1	nt	-58	0	12*
CCN(CC1COc2ccccc2O1)C(=S)Nc1ccccc1 (stereo unspecified)	nt	-16	-9	1	1	-5	5	nt
O=C(CSc1nnc2ccccn12)N1CCOCC1	nt	0	7	nt	3	nt	nt	0.4
O=C(CN1CCN(CN2C(=O)NC3(CCCCCC3)C2=O)CC1)Nc1ccc(F)cc1	-1	12	0	-1	-2	-9	7	-0.1
O=C(NCCc1ccccc1)c1c[nH]c2ccc(F)cc2c1=O	13	4	-9	-2	10	-3	-6	3.1
O=C(Nc1nccs1)c1ccc2ccccc2n1	5	nt	17	-3	1	32	1	-0.5
CSc1nnc2c3ccccc3n(CCc3ccccc3)c2n1	nt	-22	nt	-1	14	-9	1	nt
NC(=O)c1ccsc1NC(=O)COC(=O)Cc1ccsc1	-11	3	nt	0	2	-6	-2	nt
O=[N+]([O-])c1ccc(Oc2ncccn2)cc1	6	-2	-5	-1	2	nt	2	-2.3

Some of these compounds in order of the PglD inh value, high to low:
compound | PglD inh
CC(Oc1cccc(Br)c1)C(=O)NNC(=O)CCS(=O)(=O)c1ccccc1 (stereo unspecified) | 4
Cc1cc2c(cc1C)C(c1ccccc1OC(C)C)CC(=O)N2 (stereo unspecified) | 0
O=C(NCCc1ccccc1)c1c[nH]c2ccc(F)cc2c1=O | -6

New compounds follow
SMILES	FN deposit inh	PGC1a acetyl inh	GSIS activator	Cneo AK release	miR-122 sensor	Statin myotox sup	PglD inh	CFTR F508del cor
Cc1ccc(NC(=O)c2noc3c2CCCCC3)cc1	9	-8	-13	-6	2	-28	-1	nt
CCCn1c(SC2C(=O)CC(C)(C)CC2=O)nc2c1c(=O)n(C)c(=O)n2C	nt	3	8	-1	-1	15	2	nt
CCOC(=O)c1cnn(-c2ccccc2)c1-c1ccncc1	-5	15	4	0	-1	-2	-6	-1.1
O=C(CCCC(=O)N1CCN(c2cccc(Cl)c2)CC1)c1ccccc1	-2	-4	-35	-3	-6	1	-5	-6.2
O=C(NCC[C@@H]1CC[C@@H](NC(=O)C2CCOCC2)[C@@H](CO)O1)Nc1ccc(Cl)cc1	nt	1	0	-7	nt	-16	4	-0.1
CC(=O)N[C@@H](C)C(=O)N1CCN(S(=O)(=O)c2ccc(Cl)cc2)CC1	-6	0	-1	nt	nt	nt	nt	1.5
CC1(C)N=C(c2cccs2)C(C)(C)N1O	nt	13	nt	-3	-5	17	-6	nt
Nc1nc2ccc(Cl)cc2o1	nt	0	17	0	8	-3	0	2.4
COc1cccc(CNC(=O)Cn2c(=O)oc3ccccc32)c1OC	5	-4	8	1	-2	0	-3	-0.3
O=C(C[C@H]1CC[C@H]2[C@@H](COC[C@@H](O)CN2C(=O)c2ccc3c(c2)OCO3)O1)NC1Cc2ccccc2C1	9	3	3	0	3[16.7 µM]	-8	0	3.1
C[C@@H]1CN([C@H](C)CO)C(=O)c2cc(/C=C/c3ccccc3)cnc2O[C@@H]1CN(C)C(=O)c1ccc(F)cc1	-5	9	-24	-7	-10[16.7 µM]	11	-4	-0.2
O=C(Nc1ccc(N2CCN(C(=O)c3ccco3)CC2)cc1)c1cc(Br)ccc1Cl	nt	-4	3	12	-8	1	-3	3.1
O=C(Nc1nc2c(s1)CCCC2)c1cccs1	nt	-17	nt	-12	0	-31	-1	nt
COc1ccc(CN(C)C[C@@H]2Oc3ccc(NS(=O)(=O)c4ccc(F)cc4)cc3CC(=O)N([C@@H](C)CO)C[C@H]2C)cc1	-5	-8	-13	3	-4[16.7 µM]	26	0	-3.5
O=C(CN1C(=O)NC2(CCCCCCC2)C1=O)Nc1ccc(Br)cc1Br	3	nt	-18	-1	nt	29	-5	0.8

Already shown: an excerpt of the list.
SMILES	FN deposit inh	PGC1a acetyl inh	GSIS activator	Cneo AK release	miR-122 sensor	Statin myotox sup	PglD inh	CFTR F508del cor
COc1ccc(CN(C)C[C@@H]2Oc3ccc(NS(=O)(=O)c4ccc(F)cc4)cc3CC(=O)N([C@@H](C)CO)C[C@H]2C)cc1	-5	-8	-13	3	-4[16.7 µM]	26	0	-3.5
O=C(CN1C(=O)NC2(CCCCCCC2)C1=O)Nc1ccc(Br)cc1Br	3	nt	-18	-1	nt	29	-5	0.8

The results go on.
SMILES	FN deposit inh	PGC1a acetyl inh	GSIS activator	Cneo AK release	miR-122 sensor	Statin myotox sup	PglD inh	CFTR F508del cor
COc1ccc(NC(=O)Nc2ccc3c(c2)[C@@H]2C[C@@H](CC(=O)NCc4ccc5c(c4)OCO5)O[C@@H](CO)[C@@H]2O3)cc1	-2	-12	5	-6	-3[16.7 µM]	3	3	-1.9
C[C@H]1CCCCO[C@H](CN(C)C(=O)CCC(F)(F)F)[C@@H](C)CN([C@@H](C)CO)C(=O)c2cc(NC(=O)CCCN(C)C)ccc2O1	0	8	10	3	7[16.7 µM]	nt	2	-2.6
Cc1c(C(=O)O)sc(=S)n1CCOc1ccccc1	nt	-4	nt	-1	-5	4	-1	nt
O=C(COc1ccccc1)NNC(=O)c1ccc(Cl)cc1	-8	12	7	6	nt	3	3	4.4
Cc1ccc(-n2c(SCC(=O)Nc3cc(C)on3)nc3ccccc3c2=O)cc1	nt	-9	nt	3	3	-3	-6	nt
C[C@@H]1CN([C@H](C)CO)C(=O)CCCn2nncc2CO[C@@H]1CN(C)Cc1cccc(C(F)(F)F)c1	8	-4	0	-12	9[16.7 µM]	4	1	1.0
CCCOC(=O)C1[C@H]2C(=O)N(CCCOC)C[C@]23C=C[C@H]1O3 (stereo partly specified)	nt	-14	-1	0	-5	9	0	-3.9
CCn1ncc(Br)c1C(=O)Nc1cc(C)on1	6	-6	10	-2	2	2	7	-0.2
Cc1cccc(NC(=O)CSc2nnc(-c3ccco3)n2CC2CCCO2)n1 (stereo unspecified)	-3	9	-1	nt	nt	nt	nt	-1.5
c1csc(-c2ccc3nncn3c2)c1	4	-7	9	-1	4	-4	36*	-1.2
CC(=O)NC(c1ccccc1)c1nc(-c2cccnc2)cs1 (stereo unspecified)	11	13	25	1	-6	5	-2	0.0
Cc1ccccc1CN1C[C@@H]2C[C@@H](c3ccc4nsnc4c3)N3CCC[C@@]23C1=O	2	10	-35	nt	19	-4	nt	5.6
CC(=O)NCCNc1nc(NCc2ccccc2)nc2ccsc12	nt	-5	38	0	-5	-2	2	1.2
CCc1ccc(CNC(=O)c2ccc(NC(=O)C3=CSCCO3)cc2)cc1	-17	4	7	6	4	36	3	-0.8
